Source: PubChem BioAssay
Cl transport mod: KCC2 cotransporter modulators, thallium flux, primary screen, cell-based, HEK293 KCC2, FluoZin-2 fluorescence, MLSMR | Solute carrier family 12 member 5 (Homo sapiens), Q9H2X9 | KCC2 cells, thallium flux FluoZin-2 fluorescence | B-score of Tl+ flux slope (higher = more flux/activation; lower = inhibition) at 10 µM | hit rate 2.2% among 190,000;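 active = thallium flux slope and its plate-corrected score both differing from the plate sample mean at a set confidence after two filtering rounds, in either direction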;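 also: slope of fluorescence scaled to starting intensity during 10 to 20 s after thallium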
Calpain2 inh: inhibitors of pig calpain II, primary screen, biochemical, fluorogenic peptide substrate, 1536-well; inhibition, % at 16 µM; hit rate 0.37% among 220,000; purified calpain II, 30 min; AID 1236, 2008;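 active = inhibition above about 50%, limit read from the data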
Furin inh: human furin inhibitors, primary screen, biochemical, fluorescence intensity; purified furin, fluorogenic substrate cleavage; hit rate 0.061% among 220,000; inhibition, % at 30 µM; in the data active = inhibition above about 25%; also: inactives centre near -15
Thrombin inh: human alpha-thrombin inhibitors, primary screen, counter-screen for coagulation protease inhibitor project, biochemical, 1536-well, fluorogenic AMC substrate | Prothrombin (Homo sapiens), P00734 | Boc-VPR-AMC fluorogenic substrate cleavage | inhibition, % at 5 µM | hit rate 0.26% among 220,000 | AID 1046, 2008;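 active = inhibition at or above 40%; inactive = inhibition below 40%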;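 also: 0% = enzyme with no compound and 100% = wells without enzyme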
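Material: Human alpha-thrombin protein | Buffer or medium: pH 7.5 Tris-saline with Tween 20 | Reagent: Boc-VPR-AMC substrate, 15 µM final | Schedule: Reaction at ambient temperature | Detection: AMC fluorescence at 355 nm excitation and 460 nm emission | Evaluation: Percent inhibition scaled between no-compound controls and no-enzyme blanks | Controls: no-compound enzyme wells and no-enzyme blanks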
FXIa inh: human FXIa protease inhibitors, primary screen, biochemical, 1536-well. Coagulation factor XI (Homo sapiens), P03951. purified FXIa, Boc-Glu-Ala-Arg-AMC fluorogenic substrate. inhibition, % at 5 µM. hit rate 0.14% among 220,000. AID 798, 2007;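 active = inhibition of at least 40%; inactive = inhibition below 40%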;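 also: fluorescence of freed AMC excited at 355 nm; 0% = enzyme without compound and 100% = no enzyme blank; many of its hits are not listed in these tables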
PERK inh: block of dimerizer-induced PERK translation repression, primary screen, PERK inhibitor project, CHO PERK-DD cells, SEAP luminescence, HTS. CHO PERK-DD fusion, SEAP luminescence translation reporter. inhibition, % at 5.6 µM. hit rate 0.17% among 220,000. AID 1416, 2008;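 active = inhibition above the mean inhibition of all tested compounds plus 3 SD, set separately per screening campaign, cut at about 2.9% in these data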;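 also: PERK kinase domain activated by AP20187 dimerizer at 100 nM; 0% = DMSO with dimerizer and 100% = rapamycin at 8.4 µM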
Target sequence (Q9NZJ5 whole entry, looked up, the tested form may be a part): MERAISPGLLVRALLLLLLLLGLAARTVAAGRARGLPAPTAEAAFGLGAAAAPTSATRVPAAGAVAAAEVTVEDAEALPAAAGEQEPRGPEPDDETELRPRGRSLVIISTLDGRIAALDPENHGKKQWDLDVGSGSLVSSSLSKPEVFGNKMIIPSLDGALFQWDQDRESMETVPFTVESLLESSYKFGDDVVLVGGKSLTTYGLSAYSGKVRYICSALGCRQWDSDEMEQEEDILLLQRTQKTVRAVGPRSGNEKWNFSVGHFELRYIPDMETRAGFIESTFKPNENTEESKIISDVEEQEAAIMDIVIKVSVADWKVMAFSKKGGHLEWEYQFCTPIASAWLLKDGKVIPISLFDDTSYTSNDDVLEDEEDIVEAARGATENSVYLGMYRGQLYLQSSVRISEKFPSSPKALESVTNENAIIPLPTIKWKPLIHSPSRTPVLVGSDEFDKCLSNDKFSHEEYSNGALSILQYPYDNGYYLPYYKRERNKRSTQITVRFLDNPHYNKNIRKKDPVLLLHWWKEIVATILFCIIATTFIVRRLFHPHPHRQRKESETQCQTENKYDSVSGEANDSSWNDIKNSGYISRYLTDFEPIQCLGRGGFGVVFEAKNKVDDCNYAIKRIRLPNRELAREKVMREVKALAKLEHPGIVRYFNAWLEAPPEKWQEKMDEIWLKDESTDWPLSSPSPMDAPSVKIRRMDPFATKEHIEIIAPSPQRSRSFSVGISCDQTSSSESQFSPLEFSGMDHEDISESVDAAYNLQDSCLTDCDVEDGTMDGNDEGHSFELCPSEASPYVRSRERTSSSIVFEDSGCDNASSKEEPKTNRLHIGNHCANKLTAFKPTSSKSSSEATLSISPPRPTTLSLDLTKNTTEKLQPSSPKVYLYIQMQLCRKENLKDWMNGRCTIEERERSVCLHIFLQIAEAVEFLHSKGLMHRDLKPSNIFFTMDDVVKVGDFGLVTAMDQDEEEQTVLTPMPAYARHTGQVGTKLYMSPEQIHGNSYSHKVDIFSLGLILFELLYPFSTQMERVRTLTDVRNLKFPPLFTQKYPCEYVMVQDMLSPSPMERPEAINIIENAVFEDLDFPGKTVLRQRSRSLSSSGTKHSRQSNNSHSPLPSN
Rad51 HR inh: human RAD51 strand exchange inhibitors, primary screen, biochemical, fluorescence. DNA repair protein RAD51 homolog 1 (Homo sapiens), Q06609. hRad51 DNA strand exchange, fluorescence dequenching. hit rate 0.085% among 200,000. inhibition, % at 10 µM;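 active = inhibition above 40% at the single screening dose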;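 also: 0% = DMSO control wells and 100% = blanks with heterologous ssDNA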
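Material: Human Rad51 nucleoprotein filaments preassembled on unlabelled ssDNA | Also added: Labelled 47-mer dsDNA for strand exchange | Dosing: Single dose, 10 µM final compound | Schedule: 30-min compound preincubation and 15-min exchange, both room temperature | Technique: Fluorescence dequenching at 485/520 nm | Measure: Percent inhibition relative to plate controls and blanks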
hK5 inh: human KLK5 protease inhibitors, primary screen, biochemical, 1536-well. Kallikrein-5 (Homo sapiens), Q9Y337. recombinant hK5, fluorogenic AMC substrate cleavage. inhibition, % at 5 µM. hit rate 0.59% among 210,000. AID 873, 2007;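 active = inhibition of 40% or more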;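 also: 0% = enzyme controls without compound and 100% = no-enzyme blanks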
FXIIa inh 1536: human FXIIa protease inhibitors, primary screen, biochemical, 1536-well | hit rate 0.3% among 220,000 | inhibition, % at 5 µM | Coagulation factor XII (Homo sapiens), P00748 | AID 800, 2007 | purified FXIIa, Boc-QGR-AMC fluorogenic substrate, 2 h; in the data active = inhibition above about 40%;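 also: 0% = enzyme with no compound and 100% = blank without enzyme; many of its hits are not listed in these tables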
Starred values were filed as active, the others as inactive; / = not tested or not shown; & = joins results of further samples; [ ] = remark or other dose. A portion of the library, so the mix of outcomes need not match the whole.

entry | SMILES | Cl transport mod | Calpain2 inh | Furin inh | Thrombin inh | FXIa inh | PERK inh | Rad51 HR inh | hK5 inh | FXIIa inh 1536
1 | COc1ccc2oc(=O)c(C(=O)Nc3cccc(C)c3)cc2c1 | 0.0084 | -39 | -19 | -12 | -3 | 0.4 | -1 | -2 | 3
2 | Cc1cc2nnc(SCc3ccccc3)n2c(N)n1 | / | -4 | -14 | -3 | 1 | 0.9 | -2 | 2 | 16
3 | NS(=O)(=O)c1ccc(O)c(NC(=O)c2ccc([N+](=O)[O-])cc2)c1 | 0.19 | -10 | -20 | -4 | -3 | 1.2 | 19 | -7 | 5
4 | CC(C)(C)c1nc(CN2CCCCC2)cc(CN2CCCCC2)c1O | / | 8 | -16 | 22 | 12 | -0.3 | -2 | 26 | 25
5 | CCC(C)C1NC(=S)N(C2CCCCC2)C1=O (centres undefined) | -0.41 | -3 | 3[20 µM] | 0 | 3 | -0.2 | -2 | -18 | 14
6 | Cc1ccc(NC(=O)C2CCN(S(=O)(=O)c3c(C)noc3C)CC2)cc1C | 1 | -5 | -12 | -12 | -5 | -0.1 | 3 | 0 | 2
7 | O=C(O)c1ccc(N2C(=O)C3ON(c4ccccc4)C(c4ccccc4F)C3C2=O)cc1 (centres undefined) | 1.6 | 8 | -14 | 9 | 13 | -0.9 | 2 | 26 | 24
8 | COc1ccccc1OCC(=O)O | 0.087&-0.033 | 10&5 | -32 | -21&1 | 8&6 | -0.9&1.9 | -9&9 | 4&-3 | -3&9
9 | COc1cc(O)oc1C=Nc1ccc(C(F)(F)F)cc1 | -0.43 | -13 | 3 | -6 | -5 | 1.8 | -1 | 4 | 11
10 | O=C(O)C1=C[C@H](c2coc3ccccc3c2=O)C[C@H](OCCCCO)O1 | 0.45 | 26 | -24 | 1 | 2 | 1.3 | -7 | 1 | 7
11 | CCC(C)Oc1ccccc1C1CC(=O)NC2=C1C(=O)CCC2 (centres undefined) | 0.11 | -9 | -17 | -4 | -3 | -1.2 | 1 | -4 | -1
12 | COc1ccccc1NC(=O)N1CCN(c2ncccn2)CC1 | / | 1 | -30[20 µM] | -2 | 5 | 1.1 | 4 | -17 | 12
13 | CCCC[C@@H]1CNC(=S)N1CC1CCCCC1 | -0.69 | 17 | -25 | -5 | -1 | / | 6 | 0 | 6
14 | O=C(Nc1ccc(S(=O)(=O)N2CCCC2)cc1)c1ccc(CN2CCOCC2)cc1 | / | 21 | -34 | 4 | -1 | 0.7 | / | 2 | 8
15 | O=C(NC1CCCCC1)C(=S)N1CCCC1 | 0.21 | -13 | -29 | 5 | 0 | 1.3 | 10 | 1 | 13
16 | Cc1nnc(Sc2c(-c3ccccc3)c3ccc(Cl)cc3[nH]c2=O)s1 | -0.27 | -33 | -15[20 µM] | 3 | 11 | 0.5 | -11 | -6 | 24
17 | O=C(Nc1nc2ccccc2n1Cc1ccccc1)c1ccc(COc2ccccc2[N+](=O)[O-])o1 | / | 19 | 0[20 µM] | 5 | 6 | -1.5 | -12 | -147 | 13
18 | Cc1ccsc1/C=N/n1cnc2sc(C)c(C)c2c1=O | -1.5 | -2 | -17 | -6 | 8 | -0.1 | -3 | -13 | 2
19 | O=C(Oc1c(CN2CCOCC2)cc(Cl)c2cccnc12)c1ccccc1Cl | -1.1 | -5 | -21 | -8 | -4 | 0.9 | 4 | -4 | 8
20 | COc1ccc(N(CC(O)Cn2c3ccccc3c3ccccc32)S(=O)(=O)c2ccccc2)cc1 (centres undefined) | 1.1 | 13 | -14 | 6 | 5 | -0.1 | -7 | 5 | 7

Reprinted from the part before: two entries; new compounds follow.
entry | SMILES | Cl transport mod | Calpain2 inh | Furin inh | Thrombin inh | FXIa inh | PERK inh | Rad51 HR inh | hK5 inh | FXIIa inh 1536
19 | O=C(Oc1c(CN2CCOCC2)cc(Cl)c2cccnc12)c1ccccc1Cl | -1.1 | -5 | -21 | -8 | -4 | 0.9 | 4 | -4 | 8
20 | COc1ccc(N(CC(O)Cn2c3ccccc3c3ccccc32)S(=O)(=O)c2ccccc2)cc1 (centres undefined) | 1.1 | 13 | -14 | 6 | 5 | -0.1 | -7 | 5 | 7
21 | CC(C)(C)c1cnnn1-c1ccc(NC(=O)c2ccc(Br)o2)cc1 | -0.99 | 7 | -19 | -1 | 2 | -1.8 | 1 | -14 | 14
22 | Cc1ccc(OCc2nc(C#N)c(N3CCCCC3)o2)cc1 | -3 | 32 | -5 | -3 | -4 | -0.1 | -26 | -3 | 2
23 | OCCC1CN(Cc2ccc3c(c2)CCO3)CCN1Cc1ccc(F)cc1 (centres undefined) | 0.59 | 20 | -29 | -2 | -1 | 0.6 | / | / | 6
24 | COCCNC(=O)c1ccc(NS(C)(=O)=O)cc1 | -0.18 | 17 | -21[20 µM] | 1 | 11 | 1.5 | 0 | -13 | 1
25 | Cc1cccc(NC(=O)CSc2nnc(-c3ccco3)o2)c1 | -0.09 | -5 | -18[20 µM] | 3 | 5 | 1.5 | -8 | -5 | 6
26 | Nc1nc(Sc2c([N+](=O)[O-])cc(C(F)(F)F)cc2[N+](=O)[O-])n[nH]1 | -0.1 | 14 | -26 | -1 | -1 | 1.4 | 3 | 1 | 10
27 | CCS(=O)(=O)NCCc1cc2c(OC)ccc(OC)c2[nH]c1=O | 0.62 | -20 | 4[20 µM] | -1 | 3 | -0.1 | -1 | 4 | 0
28 | Cn1c2ccc(F)cc2c2ncn(Cc3ccccn3)c(=O)c21 | -1.8 | -11 | -22 | 2 | 5 | -0.3 | 11 | -6 | 8
29 | COc1ccc(C2CC(c3ccccc3)Nc3nc(NS(C)(=O)=O)nn32)cc1 (centres undefined) | 0.33 | -7 | -16 | 1 | -1 | 0.4 | 3 | -2 | 6
30 | Cc1nn(-c2ccccc2)c(N)c1C1(O)C(=O)N(C)c2ccccc21 (centres undefined) | 0.96 | -14 | -14 | -1 | 7 | 0.7 | / | -8 | 10
31 | COc1ccc(S(=O)(=O)n2ccc(C(C)Oc3ccc(-c4ccccc4)c(F)c3)n2)cc1 (centres undefined) | / | -15 | -4[20 µM] | -7 | -4 | -0.1 | -9 | -25 | -10
32 | CCCCCC(=O)Nc1cccc(C2=NOC3(C2)C[C@@H](C(N)=O)N(C(=O)Cc2ccc([N+](=O)[O-])cc2)C3)c1 (some centres undefined) | -0.03 | -9 | -22 | -6 | -3 | / | -5 | -3 | 3
33 | COc1ccc(CC2(CO)CCN(S(=O)(=O)c3c(C)nn(C)c3Cl)CC2)cc1 | -0.1 | 23 | -11 | 16 | 36 | -1.2 | -5 | 29 | 35
34 | O=C(C1=C[C@@H](c2ccc(C(F)(F)F)cc2)C[C@@H](OCCCCO)O1)N1CCN(Cc2ccc3c(c2)OCO3)CC1 | 0.047 | -17 | -27 | -1 | 3 | -0.1 | -10 | 4 | 8
35 | CCOc1ccc(NC(=O)c2cc(F)c(F)cc2Cl)cc1OCC | -0.076 | 4 | -20 | -7 | -1 | 0.6 | 7 | -1 | 8
36 | Cc1ccc(NC(=O)COC(=O)Cn2cnc3c2c(=O)n(C)c(=O)n3C)c(Cl)c1 | 0.22 | -6 | -22 | -6 | 5 | 0.8 | 0 | -2 | 7
37 | CCOc1ccccc1N1CC(C(=O)Nc2cccc(S(=O)(=O)N3CCCCC3)c2)CC1=O (centres undefined) | -0.3 | -25 | -20 | -11 | -7 | 0.9 | -5 | -2 | 6
38 | CCCN1CN=C(Nc2nc3ccccc3o2)NC1 | -0.051 | 12 | -8 | -7 | -11 | -1.5 | -1 | 20 | -3
39 | N#Cc1c(NC(=O)/C=C/c2ccco2)sc2c1CCCC2 | 0.16 | -48 | -7 | -2 | 4 | 0.2 | -13 | -5 | 10
40 | Cc1nc(C)c(C(=O)C2=C(O)C(=O)N(CCN(C)C)C2c2cccs2)s1 (centres undefined) | 0.26 | -10 | -13 | 5 | 7 | 1.9 | -1 | -12 | 14
41 | O/C(=C\c1nc2ccccc2nc1/C=C(\O)c1ccccc1)c1ccccc1 | 1.5 | -34 | 2 | 0 | -4 | -0.8 | -58 | -7 | -3
42 | CCOC(=O)CNc1ncc(C(F)(F)F)cc1Cl | -0.32 | -14 | -12 | -10 | -3 | 1.1 | 11 | -8 | 4
43 | N=c1n(CCN2CCCCC2)c2ccccc2n1CC(=O)c1ccc(Cl)c(Cl)c1 | -0.063 | 9 | -10 | -1 | 1 | -2.6 | 17 | -2 | 1
44 | COc1cc(OC)cc(C(=O)Nc2cccnc2)c1 | 0.19 | -5 | -30 | -4 | -4 | 1.0 | 3 | 0 | 4
45 | Cc1cc(OCCOc2cccc3cccnc23)c(C)cc1Cl | / | -19 | -23[20 µM] | 3 | -2 | 0.7 | 11 | -14 | 12
46 | Cc1cc(Cl)c(S(=O)(=O)N2CCN(c3cccc(C)c3C)CC2)cc1OCC(N)=O | 0.69 | -48 | -5[20 µM] | 2 | 0 | -1.4 | 2 | -26 | 5
47 | CCCCC(=O)NNC(=S)NCc1ccccc1 | 0.51 | -17 | -22 | -3 | 1 | 0.2 | 2 | 2 | 8
48 | CCOC(=O)C1=C(C)NC(=O)C1CC(=O)Nc1ccccc1 (centres undefined) | -0.28 | 6 | -24[20 µM] | 10 | 13 | -0.4 | 7 | -13 | 14
49 | CCOc1ccc(N2C(N)=NC(N)=NC2(C)C)cc1 | 0.35 | -30 | -21[20 µM] | 1 | 10 | 0.9 | 2 | -24 | 18
50 | COC(=O)CSc1nc2cc3c(cc2cc1C)OCCO3 | -0.99 | 12 | -20 | 2 | 3 | -0.8 | -2 | 4 | 4

Full records from above.
CCOC(=O)C1=C(C)NC(=O)C1CC(=O)Nc1ccccc1 (centres undefined) is listed with Cl transport mod: -0.28; Calpain2 inh: 6; Furin inh: -24[20 µM]; Thrombin inh: 10; FXIa inh: 13; PERK inh: -0.4; Rad51 HR inh: 7; hK5 inh: -13; FXIIa inh 1536: 14
Cc1cc(Cl)c(S(=O)(=O)N2CCN(c3cccc(C)c3C)CC2)cc1OCC(N)=O is listed with Cl transport mod: 0.69; Calpain2 inh: -48; Furin inh: -5[20 µM]; Thrombin inh: 2; FXIa inh: 0; PERK inh: -1.4; Rad51 HR inh: 2; hK5 inh: -26; FXIIa inh 1536: 5
CCOc1ccc(N2C(N)=NC(N)=NC2(C)C)cc1 is listed with Cl transport mod: 0.35; Calpain2 inh: -30; Furin inh: -21[20 µM]; Thrombin inh: 1; FXIa inh: 10; PERK inh: 0.9; Rad51 HR inh: 2; hK5 inh: -24; FXIIa inh 1536: 18
